Screens as filed in PubChem BioAssay.
HTRA1 inh – HTRA1 serine protease inhibitors, primary screen, biochemical, fluorescence polarization, HTS; recombinant HTRA1, FP-rhodamine activity-based probe; inhibition, % at 5.96 µM; hit rate 0.5% among 340,000; in the data active = inhibition above about 36%;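 note: 0% = enzyme with DMSO and 100% = wells lacking enzyme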
TCR-CD3 inh – inhibitors of human TCR-CD3 interaction, primary screen, biochemical, fluorescence, TAMRA-labeled TCR probe; inhibition, % at 9.4 µM; hit rate 0.37% among 360,000; AID 651800, 2012; T-cell receptor (TCR); in the data active = inhibition above about 19%;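 note: recombinant mutant TCR 2C K166C tagged with TAMRA read by polarization; 0% = receptor in buffer alone and 100% = receptor with positive control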
PG9 binder – binders of HIV-1 gp120 antibody PG9, primary screen, biochemical, TR-FRET; HIV-1 gp120 / PG9 antibody interaction; TR-FRET gp120-PG9 antibody binding; inhibition, % at 6.7 µM; hit rate 0.43% among 360,000; AID 624416, 2012; in the data active = inhibition above about 8.5%
PRMT1 inh – PRMT1 methyltransferase inhibitors, primary screen, biochemical, fluorescence polarization | Protein arginine N-methyltransferase 1 (Homo sapiens), Q99873 | recombinant PRMT1, activity-based probe fluorescence polarization | inhibition, % at 2.79 µM | hit rate 1.3% among 370,000 | AID 652257, 2013;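 active = inhibition above about 21% made by adding two undisclosed values, limit read from the data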
Tn7 DDE FP – inhibitors of Tn7 peptide binding to fibrin DD(E), primary screen, biochemical, fluorescence polarization, human fibrin, Tn7 probe | FP displacement of FITC-Tn7 peptide from fibrin DD(E); 0% = median of compound wells per plate | inhibition, % at 8.3 µM | hit rate 0.13% among 370,000;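 active = inhibition above the mean of compounds falling within the control limits plus 3 SD of them, cut at about 14% in these data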;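 note: 0% = plate median of compound wells and 100% = 10 µM Aha-Tn7 peptide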
Target sequence (P02675 whole entry, looked up): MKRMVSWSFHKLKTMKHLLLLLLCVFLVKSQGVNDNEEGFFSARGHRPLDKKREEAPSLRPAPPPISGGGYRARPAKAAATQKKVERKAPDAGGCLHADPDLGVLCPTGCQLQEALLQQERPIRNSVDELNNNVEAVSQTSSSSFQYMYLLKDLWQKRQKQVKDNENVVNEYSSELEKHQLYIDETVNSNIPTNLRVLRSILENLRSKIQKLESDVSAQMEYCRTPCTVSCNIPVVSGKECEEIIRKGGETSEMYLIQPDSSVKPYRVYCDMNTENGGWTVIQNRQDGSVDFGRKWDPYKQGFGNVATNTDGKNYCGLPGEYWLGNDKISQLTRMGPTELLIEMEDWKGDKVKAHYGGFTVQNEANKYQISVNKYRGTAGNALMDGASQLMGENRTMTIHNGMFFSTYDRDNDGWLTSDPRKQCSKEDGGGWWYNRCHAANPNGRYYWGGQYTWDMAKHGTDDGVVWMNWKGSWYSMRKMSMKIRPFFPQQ
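Test system – human fibrin DD(E) · Times – 10 min preincubation, 3 h with tracer, room temperature · Detection – fluorescence polarization of the labelled Tn7 tracer · Measure – percent inhibition normalized to high-control wells · Benchmarks – high control wells with 10 µM unlabelled Aha-Tn7 peptide (full inhibition) · Repeats – singlicate testing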
mABHD4 FP – ABHD4 inhibitors, primary screen, biochemical, fluorescence polarization, mouse | (Lyso)-N-acylphosphatidylethanolamine lipase (Mus musculus), Q8VD66 | purified mABHD4, FP-Rh probe fluorescence polarization | inhibition, % at 8.92 µM | hit rate 0.54% among 370,000 | AID 720543, 2013;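 active = inhibition exceeding the mean over every tested compound plus 3 SD, cut at about 30% in these data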;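 note: 0% = plate median of compound wells and 100% = S159A mutant with DMSO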
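Test system: mouse ABHD4 enzyme, wild type. Reagent: FP-Rh fluorescent activity-based probe, added after compound pre-incubation. Timing: pre-incubation 45 min, probe exposure 60 min, at 25 °C. Technique: FP readout, ex 525 nm / em 598 nm. Benchmarks: high control S159A mutant with DMSO, low control median of compound wells.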
TDP2 inh – human TDP2 enzyme inhibitors, primary screen, biochemical, epi absorbance, recombinant enzyme; AID 720702, 2013; hit rate 0.34% among 370,000; T5PNP hydrolysis, p-nitrophenol absorbance 415 nm; inhibition, % at 12.8 µM;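 active = inhibition above the mean of all tested compounds plus 3 SD, set per campaign, cut at about 25% in these data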;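 note: 0% = DMSO with enzyme and 100% = buffer with substrate but no TDP2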
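Test system: Human TDP2 enzyme | Reagent: 5 mM T5PNP | Compound dosing: 12.8 µM single point, 1% DMSO | Incubation: Enzyme reaction with compound for 2 h at 37 °C | Technique: p-Nitrophenol epi absorbance | Read-out: % inhibition relative to enzyme-containing and enzyme-free wells | Benchmarks: High control without enzyme, low control DMSO plus TDP2 | Replicates: Singlicate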
UHRF1 binding – UHRF1 methylated DNA binding inhibitors, primary screen, counter-screen for MBD2 inhibitor project, biochemical, TR-FRET, human UHRF1, single concentration. hit rate 0.75% among 370,000. UHRF1 binding to methylated oligo. inhibition, % at 4.4 µM. E3 ubiquitin-protein ligase UHRF1 (Homo sapiens), Q96T88; in the data active = inhibition above about 21%;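 note: UHRF1 SRA domain binding a hemimethylated CpG hairpin DNA probe; 0% = median of test compound wells and 100% = reference inhibitor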
LEDGF integ inh – blockers of LEDGF/p75-dependent integrase strand transfer – biochemical, TR-FRET, high throughput, primary screen; HIV-1 integrase (with human LEDGF/p75); TR-FRET IN-LEDGF/p75 DNA integration, Eu/Cy5; inhibition, % at 3.7 µM; hit rate 0.64% among 370,000; AID 743269, 2014;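 active = inhibition above the screen-wide mean plus 3 SD, cut at about 13% in these data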;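 note: signal is the Cy5 over europium emission ratio at 671 and 618 nm; 0% = plate median of compound wells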
SIAE primary – human SIAE inhibitors, primary screen, biochemical, fluorescence polarization, FP-Rh probe, 1536-well HTS. Sialate O-acetylesterase (Homo sapiens), Q9HAT2. SIAE FP-Rh probe binding. inhibition, % at 9.66 µM. hit rate 0.69% among 370,000;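 active = inhibition above a cutoff: mean of compounds within the control limits plus 3 SD of those, cut at about 17% in these data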;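 note: 0% = plate median of compound wells and 100% = probe without SIAE protein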
Target sequence (Q9HAT2 whole entry, looked up): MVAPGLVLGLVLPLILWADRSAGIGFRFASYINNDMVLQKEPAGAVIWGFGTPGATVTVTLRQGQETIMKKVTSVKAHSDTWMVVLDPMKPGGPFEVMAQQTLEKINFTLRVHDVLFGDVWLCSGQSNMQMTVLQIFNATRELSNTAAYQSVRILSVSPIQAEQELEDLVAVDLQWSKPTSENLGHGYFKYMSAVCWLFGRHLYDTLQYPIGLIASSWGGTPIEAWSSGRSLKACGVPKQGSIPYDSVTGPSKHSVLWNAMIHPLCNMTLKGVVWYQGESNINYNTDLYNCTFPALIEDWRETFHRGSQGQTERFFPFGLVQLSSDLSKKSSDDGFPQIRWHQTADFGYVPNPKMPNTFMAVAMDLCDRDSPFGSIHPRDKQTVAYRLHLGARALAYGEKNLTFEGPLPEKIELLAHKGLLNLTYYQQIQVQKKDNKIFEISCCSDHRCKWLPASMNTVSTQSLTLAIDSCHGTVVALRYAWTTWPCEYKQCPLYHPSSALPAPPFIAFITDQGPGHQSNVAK
Numbers without * were called inactive; x = no result given. This is a random part of the collection. About 4.2% of those tested had a hit in this group.

no.	Compound	UHRF1 binding	Tn7 DDE FP	SIAE primary	PRMT1 inh	PG9 binder	mABHD4 FP	TCR-CD3 inh	TDP2 inh	HTRA1 inh	LEDGF integ inh
1	CC(C)=CCC[C@H](C)C[C@@H]1CC2=C(C(=O)OC(C)(C)O2)[C@H](c2ccc(F)cc2)O1	-1	7	1	-1	-1.2	-5	3	5	x	-2
2	O=C1CC(N2CCC(c3nc4ccccc4o3)CC2)C(=O)N1Cc1cccs1 (centres undefined)	2	-4	-3	47*	-0.8	6	0	-7	-38	3
3	COc1ccc(CCNS(=O)(=O)c2ccc3c(c2)CC(C)N3C(C)=O)cc1OC (centres undefined)	-3	-5	3	-3	1.2	-4	-2	9	-3	3
4	CC(=O)c1ccc(NC(=S)N2CCCCCC2)cc1	0	5	0	3	1.9	5	-1	2	2	0
5	O=C(Nc1nc2c(s1)CCCC2)c1nn(Cc2ccccc2)c(=O)c2ccccc12	-3	-4	-9	-3	1.0	4	3	-9	-12	-4
6	O=C1OC(Cc2ccccc2)C(c2ccccc2)C1=O (centres undefined)	16	8	9	3	0.8	5	2	7	2	-1
7	Cc1ccccc1C(=O)NC(C)C(c1cccs1)N1CCOCC1 (centres undefined)	-1	-5	-4	4	0.0	2	-4	6	2	-3
8	Cc1ccc(N(C(=O)C(F)(F)F)C(C(=O)NC2CCCCC2)c2ccncc2)cc1C (centres undefined)	2	5	0	-2	0.2	7	-4	9	13	-2
9	O=C(Nc1ccccc1N1CCOCC1)c1ccc2nc[nH]c2c1	-3	-2	1	0	1.7	-1	3	-18	-2	1
10	Cc1cccc(CCN(CC(=O)NCc2ccc(F)cc2)C(=O)c2csnn2)c1	4	-3	-2	-1	-1.2	-5	-1	4	-5	1
11	CCCCNC(=O)C1(C)CCN1C(=O)c1cccc(OC(C)=O)c1C (centres undefined)	1	0	2	-3	-0.9	3	-2	-8	x	0
12	CN(CC(=O)NNC(=O)CNC(=O)c1cccs1)S(=O)(=O)c1ccc(Cl)cc1	6	4	-1	5	-0.1	-5	-12	-16	0	0
13	O=C(CN1CCOCC1)NN=C1CCCCCCCCCCC1	-5	2	2	-3	1.0	6	-10	14	2	-3
14	COc1cc(C2CC(=O)C=C(O)C2)cc(OC)c1OC (centres undefined)	2	-6	-4	0	-1.7	-4	2	2	-5	3
15	CCC(C(=O)NC1CCCC1)N(C(=O)c1snc(C(N)=O)c1N)c1ccc(C)cc1C (centres undefined)	-1	-7	-3	1	-1.1	2	-2	5	-2	-1
16	O=C(OCCN(CCOC(=O)c1ccncc1)S(=O)(=O)c1cccs1)c1ccncc1	-1	-8	0	1	2.2	2	0	-8	0	-2
17	Cc1cc(N(CN2CCCC2=O)C(=O)c2ccc(OC(C)C)cc2)no1	1	-7	0	-5	1.5	1	0	-1	-5	3
18	CCSc1ccc(-c2cc(NC=O)c3ncc(-c4cccc(C(=O)NCCN(C)C)c4)n3c2)cc1	2	-5	-8	-1	-1.4	-3	-10	-11	x	4
19	CCOC(=O)C1C(=O)NC(c2ccccc2)=NC1c1ccc(O)c(OC)c1 (centres undefined)	9	0	7	1	-1.7	0	3	-15	4	-1
20	O=C(c1cc(-c2cccnc2)nc2ccc(Cl)cc12)N1CCN(S(=O)(=O)c2cccs2)CC1	-2	5	-6	-3	-2.4	0	-2	0	-24	0
21	COC(=O)C1(CC2CC(c3ccc(Cl)cc3)=NO2)CCN(C(=O)OC(C)(C)C)CC1 (centres undefined)	0	0	3	2	0.5	-5	5	-15	2	-1
22	CCOc1ccc(S(=O)(=O)N2CCC(C(=O)Nc3ccc(C)c(S(=O)(=O)N4CCOCC4)c3)CC2)cc1	-3	5	-10	-3	-1.5	-12	6	-12	-40	4
23	CCc1nnc(NC(=O)CCC(=O)Nc2ccc(OC)cc2OC)s1	0	-1	-2	-1	0.9	3	3	-2	16	0
24	CC12CC3CC(C)(C1)CC(NCc1ccncc1)(C3)C2	0	4	2	0	1.0	4	1	14	2	-4
25	Cn1c(CCCOc2ccc(Cl)cc2Cl)nnc1SCC(=O)Nc1ccc(F)c(Cl)c1	-3	1	-2	-2	-1.7	-2	3	-1	-3	-3
26	Cc1c(C)c2c(OCC(=O)Nc3cccnc3)cc3c(c2oc1=O)CCC(C)(C)O3	-3	0	3	-6	-0.7	5	9	-2	5	0
27	O=C(c1ccc(OC2CCN(CCc3ccccc3)CC2)cc1)N1CCCC(CO)C1 (centres undefined)	-1	1	5	-4	-1.4	-1	5	-10	5	4
28	COc1ccc(-c2ccnc3ncnn23)cc1	13	0	6	2	1.6	1	3	13	5	2
29	CC(NC(=O)c1cc([N+](=O)[O-])cc([N+](=O)[O-])c1)C1CC2CCC1C2 (centres undefined)	6	1	-4	3	-0.9	-11	-4	-4	-2	-1
30	C[N+](C)(CC#Cc1ccccc1)CC(=O)c1ccccc1	-1	-3	-3	0	-0.5	-1	2	2	1	3

Part of the list above in order of number of heavy atoms, ascending.
no.	Compound	UHRF1 binding	Tn7 DDE FP	SIAE primary	PRMT1 inh	PG9 binder	mABHD4 FP	TCR-CD3 inh	TDP2 inh	HTRA1 inh	LEDGF integ inh
4	CC(=O)c1ccc(NC(=S)N2CCCCCC2)cc1	0	5	0	3	1.9	5	-1	2	2	0
6	O=C1OC(Cc2ccccc2)C(c2ccccc2)C1=O (centres undefined)	16	8	9	3	0.8	5	2	7	2	-1
23	CCc1nnc(NC(=O)CCC(=O)Nc2ccc(OC)cc2OC)s1	0	-1	-2	-1	0.9	3	3	-2	16	0
17	Cc1cc(N(CN2CCCC2=O)C(=O)c2ccc(OC(C)C)cc2)no1	1	-7	0	-5	1.5	1	0	-1	-5	3
25	Cn1c(CCCOc2ccc(Cl)cc2Cl)nnc1SCC(=O)Nc1ccc(F)c(Cl)c1	-3	1	-2	-2	-1.7	-2	3	-1	-3	-3
18	CCSc1ccc(-c2cc(NC=O)c3ncc(-c4cccc(C(=O)NCCN(C)C)c4)n3c2)cc1	2	-5	-8	-1	-1.4	-3	-10	-11	x	4

Additional compounds
no.	Compound	UHRF1 binding	Tn7 DDE FP	SIAE primary	PRMT1 inh	PG9 binder	mABHD4 FP	TCR-CD3 inh	TDP2 inh	HTRA1 inh	LEDGF integ inh
31	O=C(N[C@H](Cc1ccccc1)C(=O)N1CCCN(Cc2cccs2)CC1)[C@H]1O[C@@H](n2ccc(=O)[nH]c2=O)[C@H](O)[C@@H]1O	0	-5	2	2	-1.5	5	-1	-9	x	-3
32	Cc1cccc(S(=O)(=O)C(C#N)c2nc3ccccc3nc2N2CCCC2)c1 (centres undefined)	1	-2	-12	25*	1.7	8	-2	-5	21	5
33	CC(C)NC(=O)CSc1nnc(CNC(=O)OC(C)(C)C)n1C	0	5	3	-4	-1.0	7	7	-2	-4	-1
34	O=C(CN1CCN(c2ccccc2)CC1)N/N=C/c1cccc(F)c1	0	2	9	-2	-2.6	-3	5	11	-1	-2
35	Cc1cccc(C)c1NC(=S)/N=C/N(C)C	-2	-1	4	-1	-2.4	0	-1	4	-2	2
36	CCN(CC)CCN1C(=O)C(=O)/C(=C(/O)c2cnn(-c3ccccc3)c2C)C1c1cccnc1 (centres undefined)	1	-3	4	2	0.6	6	-5	5	-1	0
37	O=C(NNC(=S)NCc1ccco1)c1ccc(Cl)s1	0	-7	5	-1	-0.2	13	8	8	-1	-3
38	CC(Oc1ccccc1)C(=O)Nc1ccc(F)c(S(=O)(=O)N2CCOCC2)c1 (centres undefined)	1	-2	-10	-4	-2.0	-11	13	-22	-6	1
39	COCC(C)OC(=O)c1c(N)n(CC(C)C)c2nc3ccccc3nc12 (centres undefined)	-7	-2	-7	-1	-1.6	-2	3	3	-11	2
40	Cc1ccnc(NC(=O)CNC(=O)Cc2cccc3ccccc23)c1	-2	-1	-5	0	0.7	-1	3	5	-7	0
41	Cc1ccc(S(=O)(=O)NCCCN(C)C)cc1	-5	-5	19*	-1	0.0	-2	3	5	1	-2
42	CCc1nc2ccc(C(=O)Nc3cccc(NS(C)(=O)=O)c3)cn2c1N(CC)CCOC	-2	-7	-2	-5	0.4	-3	0	-3	x	3
43	CCc1cccc(NS(=O)(=O)c2ccc3c(c2)N(C)CCO3)c1	-2	1	7	3	0.5	8	-1	1	-8	1
44	Cc1ccc(C)c(NC(=O)c2nnn(Cc3ccccc3)c2N)c1	0	1	9	-3	-0.7	-6	12	-4	-14	2
45	Cc1ccc2c(c1)C1CN(C)CCC1N2C(=S)NC(=O)c1ccc(Cl)cc1Cl (centres undefined)	-3	5	0	-1	-0.8	-5	-3	16	2	0
46	CCN1C(=O)c2cccc3c(S(=O)(=O)Nc4c(C)n(C)n(-c5ccccc5)c4=O)ccc1c23	-3	0	-1	0	0.5	-2	8	-3	-4	1
47	Cc1c(C(C)(C)O)[nH]c2cc(C(F)(F)F)ccc12	-2	6	-3	0	-0.5	-14	1	-3	-3	0
48	Cc1ccc(SCc2c(C(=O)N/N=C/c3ccoc3)nnn2-c2nonc2N)cc1	0	5	-3	3	-0.3	-6	-10	-12	-13	-1

Whole records, looked up by structure. Order of values: UHRF1 binding | Tn7 DDE FP | SIAE primary | PRMT1 inh | PG9 binder | mABHD4 FP | TCR-CD3 inh | TDP2 inh | HTRA1 inh | LEDGF integ inh
Cc1cccc(C)c1NC(=S)/N=C/N(C)C in the list: -2 | -1 | 4 | -1 | -2.4 | 0 | -1 | 4 | -2 | 2
Cc1ccc(S(=O)(=O)NCCCN(C)C)cc1 in the list: -5 | -5 | 19* | -1 | 0.0 | -2 | 3 | 5 | 1 | -2

Look-ups from the list:
entry 39 – UHRF1 binding = -7
entry 32 – PRMT1 inh = 25*
entry 38 – TDP2 inh = -22
